# IDE act – activators of human insulin-degrading enzyme in cells; P14735; HEK cells, FAbeta-B cleavage, fluorescence polarization; 0% vehicle, 100% cell-free pure enzyme wells; activation, % at 5.96 µM; 340,000 compounds, 0.073% hits; AID 493087;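 active means activation above the mean of all tested compounds plus 3 SD, set per screening campaign, cut at about 17% in these data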
# VIM-2 inhibitor – inhibitors of Pseudomonas aeruginosa VIM-2 metallo-beta-lactamase | purified VIM-2, nitrocefin hydrolysis, epi-absorbance fluorescence | inhibition, % at 5.6 µM | 290,000 compounds, 0.89% hits | AID 1527;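 active means inhibition above the mean of all tested compounds plus 3 SD, cutoff set per screening run, cut at about 7.5% in these data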;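 further: red hydrolysis product quenches plate fluorescence so inhibitors raise well fluorescence; 0% = enzyme with DMSO and 100% = DMSO without enzyme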
# GPR7 antag – human neuropeptides B/W receptor 1 antagonism; inhibition, % at 4.4 µM; 290,000 compounds, 1.1% hits; AID 1861; GPR7-expressing cells, fluorescence antagonist assay; in the data active means inhibition above about 16%, passing the limit was not always enough;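 further: cells stimulated with the agonist NPW; 0% = agonist with vehicle and 100% = vehicle without agonist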
# PHOSPHO1 block – inhibitors of human PHOSPHO1 phosphatase. Q8TCT1. recombinant PHOSPHO1, absorbance phosphatase assay. inhibition, % at 13.3 µM. 290,000 compounds, 1.1% hits. AID 1565; in the data active means inhibition above about 60%
# NALP1 inh – blocks the NALP1 inflammasome reconstituted in yeast; S. cerevisiae NALP1/ASC/caspase-1 growth, X-gal OD620, 72 h; inhibition, % at 10 µM; 280,000 compounds, 0.61% hits; AID 2071; in the data active means inhibition mostly above about 24%, no sharp cut-off; inactive means mostly below about 32%; further: some compounds called inactive have numbers as strong as hits
# p-CIP stab down – compounds decreasing mouse p/CIP protein stability | decrease of EGFP signal, % at 10 µM | F442A p/CIP-EGFP cells, EGFP fluorescence, 16 h | AID 1984 | 290,000 compounds, 0.01% hits;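 active means EGFP signal decrease of at least 30% at 10 µM or well 3 SD below plate mean, unless failing retest; inactive means the rest, including hits failing retest or dose response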; further: some compounds called inactive have numbers as strong as hits; many of its hits are not listed in these tables
# IDE inh – cellular human IDE inhibition | AID 434962 | inhibition, % at 5.59 µM | P14735 | 320,000 compounds, 0.41% hits | HEK cells, FAbetaB cleavage, fluorescence polarization;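 active means percent inhibition above the average of all tested compounds plus 3 SD, set per screening campaign, cut at about 16% in these data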;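 further: IDE supplied by intact live HEK cells; FP after avidin binding of uncleaved biotin substrate so inhibition keeps polarization high; 0% = DMSO wells and 100% = 60 µM reference IDE inhibitor Ii1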
# PfM18AAP inh – PfM18AAP enzyme inhibition. recombinant PfM18AAP, H-Glu-NHMec fluorogenic cleavage. inhibition, % at 7.35 µM. 290,000 compounds, 1.2% hits. AID 1822;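 active means inhibition above the campaign mean inhibition over all tested compounds plus 3 SD, cut at about 28% in these data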;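 further: 0% = plate median of test compound wells and 100% = 2 mM ZnCl2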
# IMP-1 inhibitor – blocks Pseudomonas aeruginosa IMP-1 metallo-beta-lactamase; purified IMP-1, nitrocefin hydrolysis, epi-absorbance fluorescence; inhibition, % at 5.6 µM; 290,000 compounds, 0.45% hits; AID 1556;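 active means inhibition above the mean plus 3 SD of all compounds in the same screening run, cut at about 4.5% in these data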;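 further: 0% = IMP-1 with DMSO and 100% = DMSO wells lacking enzyme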
#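 System – purified recombinant IMP-1 beta-lactamase · Input – IMP-1 dispensed at 0.2 nM · Timing – 15 min preincubation plus 25 min reaction at 25 °C · Signal – Epi-absorbance fluorescence, 480 nm excitation, 530 nm emission · Measure – percent IMP-1 inhibition derived from blank-referenced optical density · Controls – Enzyme-plus-DMSO low control, enzyme-free DMSO high control · Replication – singlicate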
# * = called active by the depositor; / = no result given; & = joins results of further samples.
# Order of results – GPR7 antag	PfM18AAP inh	IMP-1 inhibitor	NALP1 inh	VIM-2 inhibitor	IDE act	p-CIP stab down	PHOSPHO1 block	IDE inh
O=C(CC1CCCCC1)NC1CCCC1
 : -8	-5	0.9	11	-2.3	0	-1	-13	-4
COC(=O)c1ccc(N2CCN(C)CC2)c(NC(=O)c2cccs2)c1
 : -9	11	-1.5	-20	-1.0	3	2	39	-2
O=c1nc2s/c(=C\c3ccco3)c(=O)n2nc1Cc1ccc(F)cc1
 : 2	22	3.5	-14	-0.2	9	-5	-25	-3
CC1CC(C)CN(CCC(=O)Nc2ccc(Br)cc2)C1 (stereo unspecified)
 : -10	2	-7.2	-8	-2.5	9	-4	-6	5
CCOc1ccc(/C(O)=C2\C(=O)C(=O)N(CCN(C)C)C2c2cc(OC)ccc2OC)cc1Cl (stereo unspecified)
 : -10	1	-0.4	/	-1.7	-2	/	/	/
CC1CCCN(C(=O)CN(C)S(=O)(=O)c2cccc3nsnc23)C1 (stereo unspecified)
 : -3	-4	-1.6	7	-0.9	-3	7	40	-4
CCCCOc1ccccc1C(=O)NCCCC(=O)O
 : -13	0	0.3	-20	-2.5	5	-12	-23	6
COc1ccc(C(=O)Nc2ccccc2C(=O)NCCN2CCOCC2)cc1OC
 : -16	2	-1.4	26	-2.2	4	10	33	0
Cc1ccc(-n2c(C)c3c(C)nnc(C)c3c2C)cc1N
 : -7	3	-1.9	1	-1.5	-2	-4	-10	-9
O=C(CN1CCN(Cc2ccccc2)CC1)Nc1cccc(C(F)(F)F)c1
 : -8	0	-2.2	9	-0.3	5	8	14	4
O=C(COC(=O)c1ccc(Cl)nc1)Nc1ccc(S(=O)(=O)N2CCCC2)cc1
 : -7	-8	-1.9	26	-0.5	-4	-2	-4	-10
CCCCOc1ccc(C(=O)N/C(=C\c2cccc([N+](=O)[O-])c2)C(=O)OCCC)cc1
 : 12	14	-1.8	10	-2.2	4	-2	10	1
N#Cc1ccc(-c2csc(NC(=O)/C=C/c3cccs3)n2)cc1
 : -6	-10	-2.1	41	-2.0	-3	-4	-6	-2
CN(CCN1CCc2ccccc2C1)Cc1nc(Cc2ccccc2F)no1
 : 17	2	0.9	-4	0.1	2	2	40	/
CCOC(=O)c1c(C)c(C(=O)NCc2ccc3c(c2)OCO3)c(C)n1CC
 : -7	-1	-2.8	18	-0.8	-3	-2	2	5
CC[N+]1=CN(c2ccccc2)C(C)=CC1(C)C
 : -10	0	-1.4	17	-4.5	6	-7	-6	1
O=S(=O)(c1ccc(Br)cc1)n1c(Cc2ccccc2)nc2ccccc21
 : -14	3	-3.7	32	-2.0	4	3	-16	6
Cn1nc(C(F)(F)F)c2cc(C(=O)Nc3ccc(F)cc3F)sc21
 : 2	3	-1.9	26	0.1	1	-10	4	-1
Cc1csc2nc(CCNS(=O)(=O)c3cccs3)cn12
 : -7	7	-2.9	-12	-3.2	4	-5	15	-1
CCc1ncc(CN2CCCC(C(=O)Nc3cccc(-c4cccc(C)c4)c3)C2)cn1 (stereo unspecified)
 : 8	4	-2.5	6	-1.4	7	-7	15	1
COc1ccc(S(=O)(=O)N2CCC(C(=O)NC3CC3)CC2)cc1Cl
 : -9	-7	-1.6	6	-1.4	1	-9	-2	3
Cc1cc(NC(=O)c2cnn3c(C(F)(F)F)cc(-c4ccc(Br)cc4)nc23)no1
 : -10	-4	-1.8	-1	-3.6	5	0	7	-3
Cc1ccccc1N(Cc1ccccc1F)S(C)(=O)=O
 : 1	-4	-2.5	1	-4.3	3	-5	-2	3
CCOC(=O)c1cccc(NC(=O)C2(S(=O)(=O)c3ccc(Cl)cc3)CC2)c1
 : -7	-4	-0.7	-2	-1.8	-5	-8	-9	-5
CCC(CC)C(=O)N1CC(=O)Nc2ccc(C)cc2C1c1ccccc1 (stereo unspecified)
 : -11	-4	-1.1	5	-0.5	5	-6	37	1
CCCCC(C(=O)N/N=C/c1ccccn1)C(=O)N/N=C/c1ccccn1
 : -14	12	-4.2	-4	-2.1	3	4	-6	6
COc1cc(NC(=O)c2cccs2)c(OC)cc1NC(=O)CCC(=O)Nc1ccc(C)cc1
 : -6	-1	0.0	9	-0.9	-2	-5	45	1
Cc1cccc(C)c1NC(=O)CN(C)C(=O)Cn1c(=O)cnc2ccccc21
 : -13	-6	-4.3	30*	-4.0	-1	0	34	8
Cc1nnc(SCC(=O)N2CCOCC2)[nH]c1=O
 : -11	5	-1.1	18	-4.5	-1	-8	4	-4
C/C(=N\NC(=O)c1cccc(O)c1)c1cccc(NC(=O)c2ccc(F)cc2)c1
 : -12	4	-0.8	-15	-2.4	5	-16	42	0
O=S1(=O)C[C@@H](N2CCOCC2)[C@H](N2CCOCC2)C1
 : -1	4	-4.9	-2	-3.5	-2	7	2	4
Cc1ccc(S(=O)(=O)Nc2c(C)n(C)n(-c3ccccc3)c2=O)cc1
 : 5&-5	-6&-5	-3.6&-3.4	-2&-1	0.6&-2.2	0&1	-6&-6	-31&6	-3&1
O=C(O)c1cc(-c2ccc(Br)s2)nc2ccccc12
 : -8	-16	0.0	21	0.7	4	-5	33	/
O=C(CN(C(=O)CNS(=O)(=O)c1ccccc1)c1ccc(Cl)cc1)NCC1CCCO1 (stereo unspecified)
 : -8	1	-1.4	-7	-1.4	2	-6	42	-5
Cc1occc(=O)c1OCc1c(Cl)cccc1Cl
 : -8	8	-2.0	14	-0.9	1	-16	14	7
COc1ccc(-c2csc(CCN3N=C(C)CC3=O)n2)cc1
 : -9	10	-2.2	2	-4.5	-6	-7	12	-3
COc1cccc(C(=O)CN2C3=NCCCN3c3ccccc32)c1
 : 0	-13	-3.0	-4	-1.4	2	-16	-4	4
Cn1nnnc1SCc1ccccc1[N+](=O)[O-]
 : -5	-13	-1.1	9	-0.7	0	-4	24	-7
CCOC(=O)CN(C(=O)Cn1nnc(-c2ccc(OC)cc2)n1)C(C(=O)NC1CCCC1)c1ccc(F)cc1 (stereo unspecified)
 : -13	3	-1.5	6	-1.7	5	-4	-17	-2
N#C/C(=C\c1cn(-c2ccccc2)nc1-c1cc2ccccc2o1)c1nc2ccccc2[nH]1
 : -6	3	-4.4	8	-2.9	3	10	11	5
COc1ccc(CC(=O)OCn2nnc3ccccc3c2=O)cc1
 : 10	3	-2.3	9	-5.0	0	-17	-22	6
C/C(Cc1ccccc1)=N\NC(=O)CNC(=O)c1ccccc1F
 : 8	-7	-0.7	21	-0.2	6	-2	26	-5
Cc1cccc(COCC(CC(C)C)N2CCN(C(=O)c3ccc(C(F)(F)F)cc3)CCC2=O)c1 (stereo unspecified)
 : 4	5	-2.1	16	-1.7	-1	-13	8	3
Cc1cccc2cncc(OCc3nnc(SC(F)F)n3C)c12
 : 3	-4	-3.3	-5	-1.3	/	-8	36	4
Cc1nn(CCC(=O)Nc2cccc(C#N)c2)c(C)c1S(=O)(=O)N1CCCCC1
 : 5	0	-1.4	8	-4.2	3	0	16	-4
CCOC(=O)c1[nH]c(C)c(C(=O)NCc2cccnc2)c1C
 : 1	7	-2.8	9	-2.6	4	10	-21	5
Cc1cc(Oc2ccc(=O)n(C)n2)nc(Oc2ccc(=O)[nH]n2)n1
 : -7	2	-2.0	8	0.4	-1	4	8	-2
CCC(C)(C)NC(=O)C(c1cccs1)N(C(=O)c1ccn[nH]1)c1cccc(OC)c1 (stereo unspecified)
 : -7	3	-4.7	2	-2.9	3	5	19	4
Cn1cc(SCC(=O)N2CCOCC2)c2ccccc21
 : 7	-5	-1.6	7	-0.4	1	15	34	6
COc1cc(C(=O)NNC(=S)NC(=O)c2ccc(Cl)cc2)cc(OC)c1OC
 : -2	10	-1.5	-1	-6.3	-5	6	69*	-2
Cc1ccc2c(c1)C1CN(C)CCC1N2C(=O)COc1ccccc1F (stereo unspecified)
 : -7	-1	-0.3	/	0.4	-1	0	30	1
COc1cc(/C=C/c2cccc[n+]2C)ccc1OCC(=O)Nc1cccc(Cl)c1
 : 3	2	-1.6	14	-0.2	-1	10	-100	3
CN(C)S(=O)(=O)N(Cc1ccc(Br)cc1)c1ccccc1
 : -9	0	-1.9	2	-1.1	1	-10	7	7
COc1cc(NC(=S)NNC(=O)CC(C)C)c(OC)cc1Cl
 : -6	9	-4.3	8	-4.4	-5	-13	-2	-2
Cc1csc(CN(C)C(=O)CC2C(=O)NCCN2CC(C)(C)C)n1 (stereo unspecified)
 : -4	-10	-2.6	11	-1.2	-1	-3	24	3
O=C(OCC(=O)N1CCCC1=O)c1nc(Cl)c(Cl)c(Cl)c1Cl
 : 22	9	-1.9	7	5.5	1	-17	43	0
Cn1c(=S)oc2ccccc21
 : -16	-4	-2.9	-1	-2.2	5	0	-141	-1
O=C(NCCc1ccccc1)c1c[nH]c2c(F)cccc2c1=O
 : -3	2	-2.3	-10	-2.5	-2	8	/	-3
CCCCSCCCNC(=O)c1cn(CC)c2ccc(S(=O)(=O)N3CCOCC3)cc2c1=O
 : -10	2	0.9	25	1.1	2	4	31	0
CC(C)(C)c1ccccc1OCC(=O)NCCC(=O)O
 : 0	-13	-0.3	26	-1.4	1	-1	16	3

# A portion from the list above:
# Order of results – GPR7 antag	PfM18AAP inh	IMP-1 inhibitor	NALP1 inh	VIM-2 inhibitor	IDE act	p-CIP stab down	PHOSPHO1 block	IDE inh
CCCCOc1ccc(C(=O)N/C(=C\c2cccc([N+](=O)[O-])c2)C(=O)OCCC)cc1
 : 12	14	-1.8	10	-2.2	4	-2	10	1
N#Cc1ccc(-c2csc(NC(=O)/C=C/c3cccs3)n2)cc1
 : -6	-10	-2.1	41	-2.0	-3	-4	-6	-2

# (listing goes on)
# Order of results – GPR7 antag	PfM18AAP inh	IMP-1 inhibitor	NALP1 inh	VIM-2 inhibitor	IDE act	p-CIP stab down	PHOSPHO1 block	IDE inh
Cc1cccc(N=Nc2ccc(O)c3ncccc23)c1
 : -4	-2	-1.2	15	-2.9	-5	-3	-2	7
CC(C)(C)c1ccc(C(=O)NCC(=O)N2CCCCCC2)cc1
 : 6	5	-2.9	12	-3.8	6	-4	19	-2
O=c1[nH]c(CSc2nnc(-c3ccccc3)n2C2CCCCC2)nc2ccccc12
 : -8	7	-3.8	9	-2.7	-8	-5	35	0
O=c1[nH]c(CSc2nc(-c3ccccc3)cs2)nc2ccccc12
 : -11	3	-3.5	27	-3.7	-4	-11	-20	-5
CN(C)CC(=O)Nc1ccc(S(N)(=O)=O)cc1
 : -4	-14	-6.8	-5	-3.3	0	-2	7	1
COC(=O)C1(C)NC(c2ccccc2F)C2C(=O)N(c3ccccc3)C(=O)C21 (stereo unspecified)
 : -5	7	-0.4	18	0.3	0	4	29	7
Cc1noc(C)c1S(=O)(=O)NCCN1CCN(c2ccccc2)CC1
 : -4	-11	0.2	4	-1.0	1	-4	31	0
COc1ccc(OC)c(Nc2nc(-c3sc(NC(=O)C(C)(C)C)nc3C)cs2)c1
 : 1	0	-2.5	-27	-2.0	4	-6	57	0
Cc1onc(-c2c(F)cccc2Cl)c1C(=O)NC1=NCCS1
 : -5	1	-3.7	-4	-1.8	7	-11	-25	-1
CN(C)C(=O)CSc1nc2ccc(C(=O)c3ccccc3)cc2[nH]1
 : 16	-3	-1.2	15	-0.4	-1	-8	19	0
COCC(=O)N(Cc1cc2cc(C)ccc2[nH]c1=O)c1ccccc1
 : -16	-1	-2.1	-6	0.3	-2	0	/	-4
Cc1cccc(-n2nnc(C(=O)Nc3ccc(F)cc3)c2N)c1
 : 8	13	-2.5	43	-2.8	3	2	-2	-1

# Screens: PubChem BioAssay, several laboratories
